PG9 Ab binder: small molecules binding HIV-1 gp120 antibody PG9; 360,000 tested, 0.43% active; TR-FRET gp120-PG9 antibody binding; AID 624416; inhibition, % at 6.7 µM; in the data active = inhibition above about 8.5%
HTRA1 inh: HTRA1 (human) protease inhibition. 340,000 tested, 0.5% active. inhibition, % at 5.96 µM. Q92743. recombinant HTRA1, FP-rhodamine activity-based probe, fluorescence polarization; in the data active = inhibition above about 36%;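 note: 0% = enzyme with DMSO and 100% = wells lacking enzyme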
ARFGAP1 inh: rat ARFGAP1 inhibition. inhibition, % at 16.5 µM. Q62848. Arfgap1-stimulated ARF1 GTP hydrolysis, GDP FP detection. AID 651572. 360,000 tested, 0.26% active;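 active = inhibition above a per-plate limit, mean inhibition of low control wells plus 3 SD, cut at about 25% in these data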;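 note: 0% = DMSO wells with enzyme and 100% = wells lacking Arfgap1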
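System: truncated rat Arfgap1 GAP domain / Benchmarks: high control wells lacking Arfgap1, low control full reaction with DMSO / Times: compound-enzyme preincubation 20 min, reaction 120 min, detection 60 min, 25 °C / Repeats: one replicate per compound / Also added: human ARF1(Δ1-17)-GTP substrate / Measured by: Tracer-displacement fluorescence polarization with EDTA stop, 620/688 nm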
ASAP1 inh: blocks human ASAP1-stimulated Arf1 GTP hydrolysis | GDP FP detection | inhibition, % at 16.5 µM | 360,000 tested, 0.19% active | AID 624377; in the data active = inhibition above about 25%;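 note: 0% = vehicle with enzyme and substrate and 100% = no enzyme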
SMARCA2 activ: activators of SMARCA2 function | MG213 cells, MMTV-luciferase reporter, dexamethasone, overnight | activation, % at 9.1 µM | 370,000 tested, 1% active | AID 652017; in the data active = activation above about 7.8%;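 note: 0% = vehicle wells and 100% = reference activator wells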
NPR1 activator: GC-A (human) enzyme activation; P16066; HEK293 GC-A cells, cGMP TR-FRET, EC30 ANP; 0% at EC30 ANP, 100% saturating ANP; activation, % at 10 µM; 370,000 tested, 0.14% active; AID 1671463; in the data active = activation above about 40%
ABHD4 inh: inhibits mouse alpha/beta hydrolase domain 4; Q8VD66; purified mABHD4, FP-Rh probe fluorescence polarization; inhibition, % at 8.92 µM; 370,000 tested, 0.54% active;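 active = inhibition exceeding the mean over every tested compound plus 3 SD, cut at about 30% in these data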;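 note: 0% = plate median of compound wells and 100% = S159A mutant with DMSO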
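Test system: mABHD4 protein | Buffer or medium: HEPES pH 7.0 buffer, 150 mM NaCl, 0.01% Pluronic F-127 | Probe or stimulus: FP-Rh fluorescent activity-based probe, added after compound pre-incubation | Timing: Pre-incubation 45 min, probe exposure 60 min, at 25 °C | Technique: Fluorescence polarization, excitation 525 nm, emission 598 nm, BODIPY TMR filters | Repeats: Single well per compound (singlicate)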
NPR2 activator: GC-B (human) receptor activation. 370,000 tested, 0.11% active. activation, % at 10 µM. HEK293-GC-B cells, CNP EC30, cGMP TR-FRET; 0% at EC30 CNP, 100% saturating CNP. AID 1920062. P20594;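 active = activation at 10 µM reaching about 35% in either raw or pattern-adjusted values, limit read from the data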
Target sequence (P20594 whole entry, looked up): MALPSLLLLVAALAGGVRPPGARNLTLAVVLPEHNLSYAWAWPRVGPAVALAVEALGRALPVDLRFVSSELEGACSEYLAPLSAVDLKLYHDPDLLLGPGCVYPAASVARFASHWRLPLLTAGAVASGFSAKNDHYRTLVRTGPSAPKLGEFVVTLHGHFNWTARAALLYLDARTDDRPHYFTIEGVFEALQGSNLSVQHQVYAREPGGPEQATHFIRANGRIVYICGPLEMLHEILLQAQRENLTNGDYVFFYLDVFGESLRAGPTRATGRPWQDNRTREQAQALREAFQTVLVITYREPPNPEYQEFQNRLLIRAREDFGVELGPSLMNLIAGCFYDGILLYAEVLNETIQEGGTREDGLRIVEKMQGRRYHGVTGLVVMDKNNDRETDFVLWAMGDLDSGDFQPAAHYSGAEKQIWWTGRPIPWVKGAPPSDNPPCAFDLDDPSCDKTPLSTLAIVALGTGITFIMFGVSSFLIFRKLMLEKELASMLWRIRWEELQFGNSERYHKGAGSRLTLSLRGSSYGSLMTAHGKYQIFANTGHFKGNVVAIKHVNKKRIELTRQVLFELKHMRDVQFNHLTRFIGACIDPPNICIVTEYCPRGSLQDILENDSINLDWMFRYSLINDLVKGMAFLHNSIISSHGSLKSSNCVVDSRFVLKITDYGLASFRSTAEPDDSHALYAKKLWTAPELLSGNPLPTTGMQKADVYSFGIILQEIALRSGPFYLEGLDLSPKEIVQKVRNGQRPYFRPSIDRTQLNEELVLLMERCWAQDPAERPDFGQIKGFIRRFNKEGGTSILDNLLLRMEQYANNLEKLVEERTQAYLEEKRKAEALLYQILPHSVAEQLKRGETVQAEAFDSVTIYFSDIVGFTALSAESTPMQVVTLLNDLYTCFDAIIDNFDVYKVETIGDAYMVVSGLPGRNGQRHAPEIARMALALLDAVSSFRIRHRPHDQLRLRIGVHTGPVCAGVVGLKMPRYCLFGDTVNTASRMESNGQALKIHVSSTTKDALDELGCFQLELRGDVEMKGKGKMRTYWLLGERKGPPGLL
NR1D1 modulator: modulates human Rev-erb alpha binding to DNA. P20393. Rev-erbα–FITC-DNA binding, fluorescence polarization, 90 min. activity, % at 10 µM. 370,000 tested, 0.79% active. AID 1259318;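 active = activity above about 14%, limit read from the data; passing the limit was not always enough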;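 note: 0% = DMSO wells with 35 nM protein and 100% = DMSO wells with 750 nM protein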
rCAG RNA binder: r(CAG) repeat RNA binding. TO-PRO-1 dye displacement fluorescence. AID 651821. inhibition, % at 3 µM. 370,000 tested, 1.3% active;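 active = inhibition above the plate cutoff, the mean of all test compounds on that plate plus 3 SD, cut at about 35% in these data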;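 note: 0% = DMSO alone and 100% = 100 µM mitoxantrone as full dye displacement; higher means more dye released from RNA so lower well fluorescence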
* = called active by the depositor; . = no result given.

SMILES	PG9 Ab binder	HTRA1 inh	ARFGAP1 inh	ASAP1 inh	SMARCA2 activ	NPR1 activator	ABHD4 inh	NPR2 activator	NR1D1 modulator	rCAG RNA binder
CC(C)[C@H](NC(=O)c1ccc(Cl)c([N+](=O)[O-])c1)C(=O)NCc1ccc(F)cc1	0.8	-9.1	-12.4	-5.3	-2.4	-3.0	4.4	-1.3	8.1	-0.8
CC(C)C1CC(C(F)(F)F)n2nc(C(=O)O)cc2N1 (configuration not stated)	-0.9	3.5	-2.3	-6.4	-1.4	0.7	-4.9	0.8	3.0	-1.6
O=C(COC(=O)C1CCCCC1)NCCc1ccccc1	-2.0	5.5	6.1	-2.1	0.6	-1.0	-0.2	-0.3	-2.5	-7.6
Cc1ccc(NCC(=O)Nc2c(C)n(C)n(-c3ccccc3)c2=O)cc1S(=O)(=O)N(C)C	-1.5	-1.5	1.2	9.5	-2.0	5.8	6.5	1.1	0.0	-0.6
CCOC(=O)C1CCCN(C2CC(=O)N(c3cccc(C(F)(F)F)c3)C2=O)C1 (configuration not stated)	1.5	0.1	7.2	8.9	1.6	1.1	5.3	2.6	-1.6	-1.8
Cc1onc(-c2ccccc2Cl)c1C(=O)Nc1ccc(Cl)cn1	-2.2	2.8	-8.9	4.2	-3.9	-6.8	-8.8	-6.7	-6.1	2.7
COc1ccc(-c2nc(CS(=O)CC(=O)NCc3ccc(Cl)cc3)c(C)o2)cc1 (configuration not stated)	-2.5	-10.2	2.9	-3.4	-1.9	-0.6	-6.0	-4.4	5.8	0.8
CC(=O)Nc1ccc(CN2C(=O)C(CCc3ccccc3)ON=C2c2cnccn2)cc1 (configuration not stated)	-0.1	.	4.6	3.4	0.2	3.6	15.7	-8.4	-1.0	0.8
Cc1cc(C)c(C(=O)COC(=O)C2CC3CCCC(C2)C3=O)c(C)c1 (configuration not stated)	-1.5	3.5	2.1	4.2	-1.0	1.8	-7.4	4.3	-1.0	-2.5
O=C(O)c1ccc(N2C(=O)CC(Cc3ccccc3)C2=O)cc1 (configuration not stated)	0.3	3.5	-15.2	-1.8	-1.8	2.6	5.2	-1.0	-1.4	1.8
CC1(OC(=O)C2CCCC2)C(=O)C=C2C=C(c3ccsc3)N(CC3CC3)C=C2C1=O (configuration not stated)	-1.9	18.2	1.0	-0.2	0.8	-3.2	11.2	4.0	1.1	-1.7
CN(CC(=O)N1CCCCCC1)S(=O)(=O)c1ccc(Br)cc1	-1.6	-1.2	1.2	6.8	-2.2	-2.8	-7.9	-4.0	-6.5	-3.5
COc1ccc(C)cc1NC(=O)COC(=O)c1ccc2ccccc2n1	-2.2	-11.5	0.5	-2.8	-1.2	-1.7	-0.3	-6.3	3.4	-1.1
COc1ccc(CC(=O)OCC(=O)Nc2ncc(Cl)c(C)c2Cl)cc1	-3.0	-1.8	10.1	0.8	3.7	-2.4	3.8	-2.8	4.3	-3.0
CCCc1cc2c(cc1NC(=O)c1ccco1)OCO2	-0.8	5.7	-4.3	-9.2	-1.1	-4.6	2.8	4.0	5.9	0.9
COc1ccc(/C=C2/N=C(SC)NC2=O)cc1OC	-10.4	8.5	-0.2	2.2	1.7	0.1	-2.5	-4.8	0.4	-4.5
Cc1cc(C(=O)N/N=C/c2ccc([N+](=O)[O-])s2)n[nH]1	-5.2	6.8	-3.0	-9.7	-6.1	-7.8	8.8	1.0	2.2	-1.3
Cc1cc(S(=O)(=O)c2ccc([N+](=O)[O-])cn2)ccc1Br	-1.0	0.1	-0.6	2.7	6.5	19.5	1.4	36.6*	6.7	1.6
Cc1ccccc1C(c1ncccc1C)N(C)C(=O)C1CCN(CCOc2ccc(Cl)cc2Cl)CC1 (configuration not stated)	-0.6	.	19.5	2.3	-4.8	-2.5	16.4	-4.8	4.1	6.9
Cc1ccc(C(=O)OCc2nnc(-c3ccccc3)o2)s1	0.8	-5.5	-8.1	0.2	-0.3	1.8	5.1	-3.3	-6.9	-3.3

An excerpt from above in order of the HTRA1 inh value, highest first:
| SMILES | HTRA1 inh |
| --- | --- |
| Cc1cc(S(=O)(=O)c2ccc([N+](=O)[O-])cn2)ccc1Br | 0.1 |
| Cc1ccc(C(=O)OCc2nnc(-c3ccccc3)o2)s1 | -5.5 |
| COc1ccc(C)cc1NC(=O)COC(=O)c1ccc2ccccc2n1 | -11.5 |

(list continues)
SMILES	PG9 Ab binder	HTRA1 inh	ARFGAP1 inh	ASAP1 inh	SMARCA2 activ	NPR1 activator	ABHD4 inh	NPR2 activator	NR1D1 modulator	rCAG RNA binder
O=C(CSc1nncn1-c1ccccc1)NCc1cccs1	0.2	1.9	-9.1	8.7	-2.6	-3.2	1.5	-6.7	-5.4	-1.9
CC(C)C(NS(=O)(=O)c1ccccc1)C(=O)OCc1cc([N+](=O)[O-])cc2c1OCOC2 (configuration not stated)	-0.9	-8.8	0.8	6.6	-2.1	-1.9	3.2	-1.8	-9.5	3.4
O=C(O)c1ccc(CSc2nc3ccccc3o2)cc1	0.5	4.1	-3.4	0.1	-0.2	-1.1	-5.9	-0.4	3.2	4.7
CCOc1ccc(S(=O)(=O)N2CCOCC2)cc1NS(=O)(=O)c1ccc(OC)c([N+](=O)[O-])c1	1.4	-1.4	-7.1	-4.2	-1.4	-1.0	1.6	7.3	0.8	12.8
Cc1ccc(/C=C/C(=O)NCc2cccs2)cc1	-2.3	-1.9	-2.7	2.8	2.8	2.1	-10.5	2.8	-1.5	0.0
C=C(C)CN1C(=O)C(C)SC1=NN=C1SCC(=O)N1C (configuration not stated)	-0.7	3.2	0.6	-5.7	-3.8	-2.6	2.9	-1.0	-9.9	0.6
COc1ccccc1CCNC(=O)c1cnccn1	1.1	-0.9	3.5	-7.2	-0.9	5.3	6.1	0.9	4.7	-0.3
N#CC1=C(N)Oc2n[nH]c(-c3cccnc3)c2C1c1ccc([N+](=O)[O-])o1 (configuration not stated)	0.0	1.3	-3.5	5.8	10.2*	-4.5	3.8	-7.7	6.4	7.5
O=C(C1CCC(=O)N(C2CCCCCC2)C1)N1CCN(c2ccccc2Cl)CC1 (configuration not stated)	0.3	0.5	-15.2	-10.6	-1.6	-2.6	-9.1	-2.6	-2.4	-4.5
COc1cccc(OC)c1C(=O)OCC(=O)N1CCC(Cc2ccccc2)CC1	-0.2	5.1	-1.8	-2.0	-6.7	-1.5	0.9	5.1	5.3	1.4
O=C(COC(=O)C1CC1)NC(=O)NCc1ccccc1	0.8	2.2	-12.0	-3.9	0.1	-4.5	5.8	-6.0	-2.9	-0.7
Cc1ccc(Cl)cc1NC(=O)N(C)CCOC(=O)Nc1cccc(Cl)c1	-1.9	.	7.8	12.5	-5.5	-11.7	-16.4	-11.9	4.6	1.8
Cc1cccc(CN2CCN(Cc3cccc(-n4cccn4)c3)CC2CCO)n1 (configuration not stated)	-2.4	.	-8.1	-11.7	-6.3	-0.3	3.6	2.3	-3.1	-5.5
NC(=O)c1nc(-c2cccs2)nc2c1[nH]c(=O)n2-c1ccc(F)cc1	0.7	2.1	4.7	-2.5	-0.2	-2.1	1.2	-6.6	-5.0	0.5
Cn1nnnc1SCC(=O)NCc1ccco1	-0.3	-2.7	1.1	7.2	-2.7	3.0	-3.4	3.1	2.6	-0.7
Cc1cc(Cl)ccc1OCC(=O)Nc1ccccc1C(=O)N1CCOCC1	0.1	-5.6	10.8	4.8	1.0	-1.1	-2.0	-2.4	2.2	-10.6
CCn1c(COc2ccccc2C)nnc1SCC(=O)O	0.8	6.5	2.1	-7.7	-4.9	-3.3	4.0	1.9	-1.2	-3.2
CCOC(=O)c1cc(C)sc1/N=C/C1=C(O)CCCC1=O	-1.8	6.6	6.2	-4.4	1.1	-0.3	8.3	-1.4	9.9	-2.3
CCn1c(=O)[nH]c2cc(Cl)c(Cl)cc21	0.6	10.1	2.6	-8.1	-0.8	4.1	-8.0	0.2	2.8	1.3
C=CCNC(=O)CN1CCC(n2nnc3cc(C(F)(F)F)ccc32)CC1	0.1	3.6	-5.2	0.8	-2.2	1.0	-2.1	-3.2	2.1	-2.1
COc1ccc(-c2nnc(SCc3cccc(F)c3)n2-c2ccccc2)cc1	.	.	.	.	0.4	-3.1	-0.2	-1.5	2.9	2.8
CCC(=O)Nc1nnc(-c2ccncc2)s1	-0.1	4.1	-12.3	-5.1	-2.4	-4.2	1.4	-0.2	0.8	1.4
Cc1noc(C)c1CSCC(=O)Nc1nc2ccccc2s1	-0.6	-5.3	3.8	6.5	1.1	-0.5	2.2	-4.9	1.9	2.2
Cc1cc(=O)[nH]c(SCC(=O)c2c(N)n(C)c(=O)n(C)c2=O)n1	-0.9	2.9	-1.4	1.9	-0.5	4.5	5.4	-0.4	-1.8	-0.4
CCOC(=O)c1cccc(OS(=O)(=O)Cc2ccccc2)c1	-1.0	.	9.9	-7.0	3.4	5.8	-7.7	0.3	-2.9	-4.6
N#C/C(=C\c1ccc(OCCN2CCOCC2)cc1)C(=O)Nc1ccc(S(N)(=O)=O)cc1	0.3	-3.8	6.2	-6.4	-0.8	5.9	-5.5	-2.1	1.2	11.1
CCCCn1c(N)c(N(CC(C)C)C(=O)c2cnc(C)cn2)c(=O)[nH]c1=O	-1.5	9.5	7.5	-4.4	-1.1	-1.5	-0.7	-3.9	-2.7	5.7
O=C(N/C(=C/c1cccs1)C(=O)N1CCOCC1)c1cccs1	-5.1	-4.5	-2.0	5.1	-2.5	0.2	-4.6	0.4	5.0	1.1
CCOc1ccc(N=C2Sc3nc4ccc(C)cc4cc3CN2CCOC)cc1	2.2	5.2	0.1	-8.9	-3.2	4.3	5.2	-1.0	6.9	-1.1
COC(=O)C1=CNC=C(C(=O)OC)C1c1ccc(C(=O)OC)cc1	2.2	2.6	-14.3	7.6	-3.3	-26.2	2.7	-12.5	-0.8	0.6
COc1ccc(Cn2cc([N+](=O)[O-])nc2C)cc1[N+](=O)[O-]	-0.9	-4.7	6.7	3.6	-4.4	-0.9	-0.3	-0.3	1.8	-2.8
COc1ccc(CCNC(=O)c2ccc3nc4cc(Cl)ccc4c(=O)n3c2)cc1OC	1.3	-20.1	-1.7	10.5	-0.8	17.7	-3.5	9.9	-3.1	13.4
COc1ccc(-c2nnc(NC(=O)c3ccc([N+](=O)[O-])o3)o2)c(OC)c1	-1.0	3.3	4.1	-4.1	-0.1	-2.4	-1.1	-1.6	6.5	5.8
CC(=O)OCC(=O)NCCCOc1cccc(CN2CCCCC2)c1	-2.9	2.5	-1.5	8.0	-4.8	0.9	-2.9	3.5	-2.8	-0.1
CCS(=O)(=O)C1=NN2C(=N)/C(=C\c3ccc(OC(=O)c4ccco4)c(OC)c3)C(=O)N=C2S1	-0.7	-1.9	-7.1	-2.1	-2.8	-0.8	0.4	-2.2	7.0	52.3*
COC(=O)[C@]1(C)CCC[C@@]2(C)C3CC[C@@]4(C)C[C@]3(CCC21)CC(=O)N4 (some centres not stated)	0.6	-1.1	-10.2	-4.9	0.1	-0.1	5.7	1.4	-1.6	-9.6
CCNC(=O)Nc1cc(OC)c(OC)cc1C(=O)O	-0.6	-1.5	2.5	2.8	-0.6	1.4	1.7	-0.8	-3.2	14.1
